ASAP1 inh – inhibitors of human ASAP1 ArfGAP activity. Q9ULH1. ASAP1-stimulated ARF1 GTP hydrolysis, GDP FP detection. inhibition, % at 16.5 µM. 0.19% of 360,000 active. AID 624377; in the data active = inhibition above about 25%;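 also: 0% = vehicle with enzyme and substrate and 100% = no enzyme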
Target sequence (Q9ULH1 325-724 limits assumed): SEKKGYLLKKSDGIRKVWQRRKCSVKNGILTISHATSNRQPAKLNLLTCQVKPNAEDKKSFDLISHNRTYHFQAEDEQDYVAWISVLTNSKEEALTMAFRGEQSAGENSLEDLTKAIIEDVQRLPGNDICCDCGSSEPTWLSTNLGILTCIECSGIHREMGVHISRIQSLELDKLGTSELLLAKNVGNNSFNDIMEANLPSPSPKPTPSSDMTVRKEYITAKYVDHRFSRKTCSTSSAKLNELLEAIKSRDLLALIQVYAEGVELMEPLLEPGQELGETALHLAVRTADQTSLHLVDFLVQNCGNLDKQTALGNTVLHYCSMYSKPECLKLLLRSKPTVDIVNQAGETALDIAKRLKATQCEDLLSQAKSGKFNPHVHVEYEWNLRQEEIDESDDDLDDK
DDE Tn7 FP inh – disrupts Tn7 cyclic peptide binding to fibrin D-Dimer-E complex | 0.13% of 370,000 active | inhibition, % at 8.3 µM | FP displacement of FITC-Tn7 peptide from fibrin DD(E); 0% = median of compound wells per plate;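 active = inhibition above the mean of compounds falling within the control limits plus 3 SD of them, cut at about 14% in these data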;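 also: 0% = plate median of compound wells and 100% = 10 µM Aha-Tn7 peptide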
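assay system = human clot-derived fibrin DD(E) complex | quantity = Fibrin-DD(E) at 2 µM final | timing = 10 min preincubation, 3 h with tracer, room temperature | signal = fluorescence polarization | measure = percent inhibition | benchmarks = high control wells with 10 µM unlabelled Aha-Tn7 peptide (full inhibition) | replicates = singlicate testing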
Tn6 DDE FP – DD(E)-Tn6 binding inhibition, primary FP screen; P02675; Fibrin DD(E) TRITC-Tn6 fluorescence polarization displacement; inhibition, % at 8.3 µM; 0.21% of 370,000 active;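 active = inhibition above a per-campaign cutoff: mean of compounds within control limits plus 3 SD, cut at about 15% in these data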;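 also: 0% = median of all compound wells on the plate and 100% = blocking peptide control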
ADAM17 inh – ADAM17 inhibition, QFRET primary screen; P78536; recombinant ADAM17, EDANS/DABCYL FRET peptide cleavage; inhibition, % at 6.95 µM; 0.83% of 370,000 active; AID 720648;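 active = inhibition above the mean of compounds lying between control limits plus 3 SD, set per campaign, cut at about 8.5% in these data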;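 also: 0% = DMSO-only wells as the low control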
TDP2 inh – blocks human TDP2 phosphodiesterase activity; O95551; recombinant TDP2, T5PNP hydrolysis, p-nitrophenol absorbance 415 nm; inhibition, % at 12.8 µM; 0.34% of 370,000 active; AID 720702;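 active = inhibition above the mean of all tested compounds plus 3 SD, set per campaign, cut at about 25% in these data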;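 also: 0% = DMSO with enzyme and 100% = buffer with substrate but no TDP2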
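Evaluation: % inhibition relative to enzyme-containing and enzyme-free wells. Material: recombinant human TDP2. Benchmarks: enzyme-free and DMSO wells. Timing: enzyme reaction with compound for 2 h at 37 °C. Compound dosing: 12.8 µM only. Measured by: p-Nitrophenol epi absorbance. Reagent: T5PNP substrate at 5 mM, a TopII-DNA adduct mimic. Replication: single well per compound.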
PLC-gamma1 inh – inhibitors of human phospholipase C gamma1; P19174; purified PLC-gamma1, fluorogenic substrate, fluorescence; inhibition, % at 12.2 µM; 0.84% of 370,000 active; in the data active = inhibition above about 9.5%
KLK7 zymogen act – activators of human kallikrein-7 zymogen; AID 652039; 0.9% of 370,000 active; activation, % at 7 µM; purified proKLK7, EDANS-DABCYL substrate fluorescence; 100% is mature enzyme control, 0% vehicle; P49862;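 active = activation above the mean of all tested compounds plus 3 SD, computed per campaign excluding outliers beyond control limits, cut at about 13% in these data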
LEDGF integ inh – blocks HIV-1 LEDGF/p75-dependent DNA integration; TR-FRET IN-LEDGF/p75 DNA integration, Eu/Cy5; inhibition, % at 3.7 µM; 0.64% of 370,000 active;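 active = inhibition above the screen-wide mean plus 3 SD, cut at about 13% in these data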;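 also: signal is the Cy5 over europium emission ratio at 671 and 618 nm; 0% = plate median of compound wells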
ARFGAP1 inhibitor – inhibitors of rat ARFGAP1; inhibition, % at 16.5 µM; 0.26% of 360,000 active; Arfgap1-stimulated ARF1 GTP hydrolysis, GDP FP detection;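 active = inhibition above a per-plate limit, mean inhibition of low control wells plus 3 SD, cut at about 25% in these data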;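 also: 0% = DMSO wells with enzyme and 100% = wells lacking Arfgap1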
Target sequence (Q62848 1-136 limits assumed): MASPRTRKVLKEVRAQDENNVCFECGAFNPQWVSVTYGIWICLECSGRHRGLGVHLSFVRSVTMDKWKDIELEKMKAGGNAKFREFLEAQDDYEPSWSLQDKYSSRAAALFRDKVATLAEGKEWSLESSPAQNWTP
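System: truncated rat Arfgap1 GAP domain / Benchmarks: high control wells lacking Arfgap1, low control full reaction with DMSO / Times: compound-enzyme preincubation 20 min, reaction 120 min, detection 60 min, 25 °C / Repeats: one replicate per compound / Also added: human ARF1(Δ1-17)-GTP substrate / Measured by: Tracer-displacement fluorescence polarization with EDTA stop, 620/688 nm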
ADAM10 inh – inhibitors of human ADAM10. recombinant ADAM10, EDANS/DABCYL FRET peptide cleavage, 3 h. inhibition, % at 7 µM. O14672. AID 720582. 0.62% of 370,000 active;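 active = inhibition above a per-campaign cutoff equal to the mean of compounds falling between control-based bounds plus 3 SD, cut at about 20% in these data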;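 also: 0% = DMSO wells while the 100% control is not disclosed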
Target sequence (O14672 214-748 limits assumed): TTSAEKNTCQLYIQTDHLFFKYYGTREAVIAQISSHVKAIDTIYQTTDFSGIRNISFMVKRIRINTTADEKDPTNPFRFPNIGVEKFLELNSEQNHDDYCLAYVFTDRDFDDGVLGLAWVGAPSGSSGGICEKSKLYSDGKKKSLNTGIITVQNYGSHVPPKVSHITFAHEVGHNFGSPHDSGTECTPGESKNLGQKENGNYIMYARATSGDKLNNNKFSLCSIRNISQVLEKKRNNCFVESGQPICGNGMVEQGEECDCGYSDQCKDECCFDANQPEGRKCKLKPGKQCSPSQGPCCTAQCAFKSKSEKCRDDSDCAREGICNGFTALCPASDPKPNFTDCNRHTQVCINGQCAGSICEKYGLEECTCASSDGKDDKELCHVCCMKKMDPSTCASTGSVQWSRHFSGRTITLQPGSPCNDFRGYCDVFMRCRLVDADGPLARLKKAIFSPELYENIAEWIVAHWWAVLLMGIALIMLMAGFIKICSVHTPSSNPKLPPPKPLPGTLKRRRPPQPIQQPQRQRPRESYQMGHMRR
Starred values were filed as active, the others as inactive; i = inactive; nt = not tested or not shown.

SMILES	ASAP1 inh	DDE Tn7 FP inh	Tn6 DDE FP	ADAM17 inh	TDP2 inh	PLC-gamma1 inh	KLK7 zymogen act	LEDGF integ inh	ARFGAP1 inhibitor	ADAM10 inh
CC(=O)Nc1cc(-c2ccc(S(C)(=O)=O)cc2)cn2c(-c3ccc(F)c(Cl)c3)cnc12	5.4	11.7	5.8	-12.5	-5.2	-67.8	-4.1	-2.2	-6.1	-51.0
CCc1ccc(CC)c(S(=O)(=O)Nc2ccc(C(=O)O)c(O)c2)c1	2.8	2.6	-0.6	-2.6	5.1	-6.6	0.1	3.6	10.4	6.7
CCOc1cc(/C=N/NC(=O)COc2ccc(Cl)cc2)ccc1OS(=O)(=O)c1ccccc1	4.7	-2.3	1.4	14.3*	-12.3	3.6	1.0	0.8	-7.3	18.3
O=c1oc2c(CN3CCOCC3)c(O)ccc2c2c1CCCC2	-10.6	-0.8	8.7	i	0.8	i	51.9*	-4.5	7.0	i
COCCCNC(=O)CCCn1c(=O)c2ccccc2n(CC(=O)Nc2c(C)cccc2C)c1=O	6.0	-7.8	-5.3	-6.2	13.3	-0.8	0.2	0.6	-4.8	-3.6
O=C(NCCN1CCOCC1)c1ccc(CS(=O)(=O)c2ccc(Cl)cc2)o1	-6.2	2.9	1.8	1.1	-0.7	1.1	-1.1	2.5	8.8	-3.5
O=C1CCC([N+](=O)[O-])C(c2ccc(Br)cc2)N1 (stereo unspecified)	10.2	-6.4	3.1	2.3	-3.2	5.4	-0.2	1.5	4.3	4.2
O=C(NCc1cn2ccccc2n1)c1ccccc1	-21.2	-2.8	-11.5	-4.6	5.1	-2.1	-0.5	3.5	-7.4	-4.6
Cc1ccc(S(=O)(=O)Nc2ccc(F)cc2)cc1C(=O)N1CCOCC1	-15.3	-2.0	-1.4	-6.2	-8.7	-1.3	0.7	-5.5	8.4	-15.0
O=C1NC[C@@H](c2ccccc2)OC(=O)[C@@H](Cc2ccc(F)cc2)C/C=C\C[C@@H]1CC(=O)N(CCO)Cc1ccccc1	-6.3	-7.0	6.1	2.4	-3.7	5.5	0.2	0.1	-2.1	1.9
CCc1cc(=O)oc2c(C)c(OCC(=O)NCCCn3ccnc3)ccc12	9.5	-4.1	2.0	-19.6	10.0	-3.9	-0.8	0.7	-6.7	-88.0
CCOC(=O)C1(C)CCCN(C(=O)c2c(-c3ccccc3)noc2C)C1 (stereo unspecified)	5.6	4.8	11.7	2.4	-6.9	-0.6	-0.3	2.2	-0.4	-5.6
C=CCn1c(=O)c2ccccc2n2c(SCC(=O)NCCc3ccccc3)nnc12	9.0	-1.6	-0.3	-10.9	2.0	-3.6	0.3	-2.1	-4.6	-6.4
COc1ccc(CN2C(=O)C(O)(CC(=O)c3c(C)n[nH]c3C)c3ccccc32)cc1OC (stereo unspecified)	1.4	-4.9	-4.4	-0.6	0.8	5.5	-0.4	-0.8	-0.3	2.6
CCCCCCCCN1C(=O)[C@@H](CC(=O)N2CCC(c3ccccc3)CC2)C[C@@]2(C(=O)OC)C1=C[C@H](C(C)(C)C)O[C@@H]2C	-5.8	-1.6	-1.7	1.9	-3.5	4.7	-0.2	-0.9	-2.6	0.6
COC(=O)C1=C(C)N(c2cc(Cl)cc(Cl)c2)C(=O)C1	-3.1	-4.9	4.0	5.6	-11.3	-8.2	0.6	0.4	9.2	-1.9
Cc1ccc2nc(Nc3nc(-c4ccccc4)cc(=O)[nH]3)nc(C)c2c1	4.7	-11.1	2.3	-0.8	-19.8	0.7	-1.3	0.2	4.8	-8.5
CCC1(CC)NC(=O)N(CC(=O)OC(C)C(=O)Nc2ccc(NC(C)=O)cc2)C1=O (stereo unspecified)	2.4	-2.3	4.9	-1.0	1.9	-1.5	-0.4	1.3	0.2	3.1
COc1cc(CN(C)CCc2ccccn2)cc(OC)c1OC	1.2	0.6	-3.0	-6.3	-0.2	-0.1	0.1	2.9	4.3	-0.9
O=C(Nc1ccc(Cc2ccncc2)cc1)C1CCC(N2C(=O)C3CCCCC3C2=O)CC1 (stereo unspecified)	7.1	2.3	1.8	-1.1	1.3	3.0	0.5	1.7	2.2	-0.6
COC(=O)c1[nH]c2cc(OC)ccc2c1NC(=O)CN1CCN(c2cccc(C)c2)C(C)C1 (stereo unspecified)	11.2	-9.7	-4.1	2.7	-13.7	0.6	-0.3	1.1	18.0	2.7
Cc1ccc(-c2csc3nnc(SCC(=O)NCc4ccco4)n23)cc1	-0.3	1.3	0.3	-1.6	-2.7	3.9	0.5	2.4	6.2	3.2
COc1ccc(C(=O)NC(C)C2CC3CCC2C3)cc1 (stereo unspecified)	4.5	-7.2	11.0	0.4	-2.8	0.0	0.3	6.3	-0.9	1.2
COc1ccc(CC(=O)N2CCC(c3ccccc3)C2)cc1 (stereo unspecified)	-6.4	3.9	0.9	1.9	-1.5	-0.4	-0.3	0.5	10.3	4.5
CCOC(=O)c1ccc(NC(=O)C(CC)(CC)C(=O)OCC)cc1	-10.1	-3.0	-4.3	0.4	8.4	-1.7	0.6	-1.2	-8.3	3.8
CCc1ccccc1NC(=S)N(Cc1ccc(C(=O)O)cc1)Cc1ccc(OC)c(OC)c1	1.6	1.0	1.1	0.2	-0.1	1.1	-0.4	-1.1	3.3	-1.0
O=C(NCC(F)(F)F)c1ccc(S(=O)(=O)N2CCN(C(=O)C3CCCO3)CC2)cc1 (stereo unspecified)	-0.5	-2.7	-6.1	-0.9	5.1	2.4	-0.6	-1.8	-14.0	-16.2
COc1ccc(CN(CC(=O)NCc2ccccc2)C(=O)CCC(=O)Nc2cc(C)ccn2)cc1	-11.1	2.9	6.0	-1.9	1.8	0.5	-0.1	0.4	-4.3	-0.7
COC(=O)Cn1c(O)c(N=NC(=O)CNC(=O)c2ccc3c(c2)OCCO3)c2ccccc21	8.8	2.5	-6.0	5.8	-6.6	5.0	0.6	-3.1	-4.0	5.2
CN(CC(=O)Nc1ccc(Cl)cc1)C1CCCCC1	-6.1	1.2	0.0	8.0	-8.4	3.4	0.3	-0.2	6.8	11.5

Record cards, from the list above.
Shown for COc1ccc(CC(=O)N2CCC(c3ccccc3)C2)cc1 (stereo unspecified) = ASAP1 inh: -6.4; DDE Tn7 FP inh: 3.9; Tn6 DDE FP: 0.9; ADAM17 inh: 1.9; TDP2 inh: -1.5; PLC-gamma1 inh: -0.4; KLK7 zymogen act: -0.3; LEDGF integ inh: 0.5; ARFGAP1 inhibitor: 10.3; ADAM10 inh: 4.5
Shown for Cc1ccc(-c2csc3nnc(SCC(=O)NCc4ccco4)n23)cc1 = ASAP1 inh: -0.3; DDE Tn7 FP inh: 1.3; Tn6 DDE FP: 0.3; ADAM17 inh: -1.6; TDP2 inh: -2.7; PLC-gamma1 inh: 3.9; KLK7 zymogen act: 0.5; LEDGF integ inh: 2.4; ARFGAP1 inhibitor: 6.2; ADAM10 inh: 3.2
Shown for CCOC(=O)c1ccc(NC(=O)C(CC)(CC)C(=O)OCC)cc1 = ASAP1 inh: -10.1; DDE Tn7 FP inh: -3.0; Tn6 DDE FP: -4.3; ADAM17 inh: 0.4; TDP2 inh: 8.4; PLC-gamma1 inh: -1.7; KLK7 zymogen act: 0.6; LEDGF integ inh: -1.2; ARFGAP1 inhibitor: -8.3; ADAM10 inh: 3.8

Going on with the list:
SMILES	ASAP1 inh	DDE Tn7 FP inh	Tn6 DDE FP	ADAM17 inh	TDP2 inh	PLC-gamma1 inh	KLK7 zymogen act	LEDGF integ inh	ARFGAP1 inhibitor	ADAM10 inh
N=c1c2c(-c3ccccc3)c(-c3ccccc3)oc2ncn1CCN1CCOCC1	3.0	-0.7	-3.0	-38.8	-12.9	-66.3	0.2	7.7	-21.1	-147.9
Cc1cc(OC(C)C(=O)NCCCN2CCCC2=O)c2c(C)c(C)c(=O)oc2c1 (stereo unspecified)	2.6	-10.2	2.8	-189.3	-6.7	-224.5	9.2	2.4	11.0	i
CCN(CC1CCCN(CCc2cccc(F)c2)C1)C(=O)c1ccc(CSC)o1 (stereo unspecified)	6.1	3.7	9.7	-1.4	5.9	3.9	0.6	6.1	-10.1	-5.2
CN(C)c1ccc2c3c(ccc(N(C)C)c13)C(=O)OC2	-9.5	-1.2	-6.1	0.8	2.1	-3.1	0.7	1.2	8.0	-4.5
COc1cccc(NC(=O)CSc2nnc(NC(=O)C3CC3)s2)c1	12.7	-7.2	2.6	0.4	19.1	-0.1	0.3	2.2	6.7	1.0
CC(Sc1nnc(CN2CCCC2)n1Cc1ccccc1)C(=O)Nc1ccccc1 (stereo unspecified)	-8.0	5.5	0.5	-1.9	6.6	2.5	0.7	-8.3	3.4	-10.6
Cc1cccc(NC(=O)c2onc3c2CCCC3)n1	4.6	1.3	13.8	7.2	-2.2	2.6	-0.2	1.3	2.1	6.5
COc1ccccc1NS(=O)(=O)c1ccc(C(=O)N2CCCC(C)C2)cc1 (stereo unspecified)	1.0	1.3	2.2	-3.8	-1.3	0.8	0.1	-1.7	-1.9	-2.9
CC(C)C[C@H]1COCCS(=O)(=O)N1Cc1ccc(Cl)c(Cl)c1	1.2	1.7	3.7	2.0	-4.2	0.6	-0.7	-0.8	-1.2	2.7
CCOC(=O)Cc1csc(NC(=O)CSc2nnc(C3CC3)n2C)n1	2.2	1.4	-7.2	-2.1	-7.9	2.5	0.4	0.4	1.8	0.4

KLK7 zymogen act: hit marks shown above.
SMILES	ASAP1 inh	DDE Tn7 FP inh	Tn6 DDE FP	ADAM17 inh	TDP2 inh	PLC-gamma1 inh	KLK7 zymogen act	LEDGF integ inh	ARFGAP1 inhibitor	ADAM10 inh
O=c1oc2c(CN3CCOCC3)c(O)ccc2c2c1CCCC2	-10.6	-0.8	8.7	i	0.8	i	51.9*	-4.5	7.0	i

New compounds follow:
SMILES	ASAP1 inh	DDE Tn7 FP inh	Tn6 DDE FP	ADAM17 inh	TDP2 inh	PLC-gamma1 inh	KLK7 zymogen act	LEDGF integ inh	ARFGAP1 inhibitor	ADAM10 inh
Cc1ccccc1NC(=O)CN1CCN(c2nc(-c3ccccc3)cs2)CC1	nt	-4.1	-1.1	3.5	-9.2	0.0	0.7	-0.3	nt	6.4
Cc1nc(C)n(C(C)CC(=O)O)n1 (stereo unspecified)	-12.3	8.5	4.3	-3.1	-7.2	4.2	0.0	-0.8	-7.4	8.1
Cc1cc(C(=O)Nc2sc(C)c(-c3ccc(F)cc3)c2C(N)=O)no1	-5.5	0.3	-4.9	3.4	-4.4	-2.6	1.1	-2.2	-1.6	-1.8
CN1CCC(OC(=O)c2ccccc2)CC1	-2.5	3.3	1.2	-4.1	9.7	-0.2	0.0	-5.2	3.8	0.6

Random draw from the library; 4.2% or so of the library scored in one or more.
